Screens deposited in PubChem BioAssay by several laboratories.
LAP4 TOR yeast: modulators of LAP4-GFP expression in yeast, primary screen, S. cerevisiae, multiplex flow cytometry, MLPCN library; 3 h; median GFP as percent of DMSO wells; AID 2023, 2009; hit rate 0.34% among 320,000; GFP response vs DMSO, % at 10 µM;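 active = GFP response vs DMSO above a set limit, about the screen mean plus 3 SD, cut at about 150% in these data; inconclusive = under 70 cell events counted for the yeast strain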
AGP1 TOR yeast: modulators of AGP1-GFP expression in yeast TOR pathway, primary screen, cell-based, multiplex flow cytometry, S. cerevisiae, MLPCN library; 3 h; GFP as percent of DMSO wells; GFP response vs DMSO, % at 10 µM; hit rate 0.02% among 320,000; AID 2066, 2009;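 active = GFP response relative to DMSO above a set limit, near screen average plus 3 SD, cut at about 150% in these data; inconclusive = fewer than 70 cells counted for the yeast strain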;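 note: median GFP channel fluorescence of the gated AGP1 strain per well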
CIT2 TOR yeast: modulators of CIT2-GFP expression in yeast, primary screen, S. cerevisiae, GFP fusion, multiplex flow cytometry, MLPCN library. hit rate 0.065% among 320,000. GFP response vs DMSO, % at 10 µM. AID 2029, 2009. S. cerevisiae CIT2-GFP strain, 3 h; 100 means same as DMSO wells;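 active = GFP response relative to DMSO above a set limit, near the screen mean plus 3 SD, cut at about 150% in these data; inconclusive = Fewer than 70 cells measured for a yeast strain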;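 note: ratio of well median GFP fluorescence to mean of DMSO wells on the plate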
AHR activator: AHR activators, primary screen, cell-based, luminescence, luciferase reporter, human | AID 2796, 2010 | AHR-responsive luciferase reporter cells | activation, % at 5 µM | hit rate 2.5% among 320,000 | Aryl hydrocarbon receptor (Homo sapiens), P35869; in the data active = activation above about 47%;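 note: 0% = vehicle wells and 100% = reference agonist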
procasp7 counter: procaspase-7 activators, primary screen, counter-screen for procaspase-3 activator project, biochemical, absorbance, HTS, human | activation, % at 8.5 µM | hit rate 0.093% among 330,000 | Caspase-7 (Homo sapiens), P55210 | recombinant procaspase-7, Ac-DEVD-pNA absorbance 405 nm; D23A/D198A/D206A triple mutant, cannot self-cleave; scale: DMSO 0, 5 µM enzyme 100;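 active = percent activation above the screen-wide mean plus 3 SD, cut at about 25% in these data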
Target sequence (P55210 whole entry D23A/D198A/D206A): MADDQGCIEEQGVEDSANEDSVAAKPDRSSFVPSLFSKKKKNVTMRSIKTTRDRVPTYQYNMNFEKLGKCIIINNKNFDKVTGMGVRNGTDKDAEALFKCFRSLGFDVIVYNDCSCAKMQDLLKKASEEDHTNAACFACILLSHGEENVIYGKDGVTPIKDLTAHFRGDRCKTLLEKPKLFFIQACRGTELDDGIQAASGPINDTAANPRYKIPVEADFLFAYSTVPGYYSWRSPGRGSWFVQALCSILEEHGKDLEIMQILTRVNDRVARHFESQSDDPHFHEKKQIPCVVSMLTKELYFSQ
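Material: Procaspase-7 triple mutant (PC-7 D3A) | Quantity: 2 µM procaspase-7 mutant as dispensed | Reagent: DEVD-pNA substrate | Times: 1 h preincubation, 2 h reaction | Technique: 405 nm absorbance of p-nitroaniline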
procasp3 activ: activators of human procaspase-3 D3A mutant, primary screen, biochemical, absorbance, PC-3 D3A mutant, single concentration; Caspase-3 (Homo sapiens), P42574; recombinant procaspase-3 D3A, Ac-DEVD-pNA absorbance 405 nm; activation, % at 8.5 µM; hit rate 0.11% among 330,000; AID 463141, 2010;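 active = activation above the mean of all tested compounds plus 3 SD, cut at about 21% in these data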;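 note: 0% = DMSO alone and 100% = DMSO wells spiked with extra 5 µM PC-3 D3A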
Target sequence (P42574 whole entry D9A/D28A/D175A): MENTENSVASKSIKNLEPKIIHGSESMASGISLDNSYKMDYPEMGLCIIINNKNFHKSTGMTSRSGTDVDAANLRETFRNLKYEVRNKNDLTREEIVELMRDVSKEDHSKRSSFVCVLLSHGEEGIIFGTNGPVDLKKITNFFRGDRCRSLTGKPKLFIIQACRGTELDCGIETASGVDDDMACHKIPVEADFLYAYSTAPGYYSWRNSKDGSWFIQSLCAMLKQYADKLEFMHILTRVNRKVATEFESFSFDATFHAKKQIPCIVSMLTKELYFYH
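Assay system – Procaspase-3 D3A mutant · Benchmarks – DMSO low control, extra-enzyme high control · Technique – 405 nm absorbance of p-nitroaniline, reads at 0 and 120 min · Doses – 8.5 µM nominal · Measure – % activation between DMSO and enzyme-spiked controls · Also added – Ac-DEVD-pNA chromogenic peptide substrate · Schedule – 1 h compound preincubation, 2 h substrate hydrolysis at 25 °C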
MEP2 TOR yeast: modulators of MEP2-GFP levels in yeast, primary screen, S. cerevisiae, multiplex flow cytometry, MLPCN library. GFP response vs DMSO, % at 10 µM. hit rate 0.51% among 330,000. AID 2016, 2009. S. cerevisiae MEP2-GFP strain, 3 h; 100% = DMSO control level;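 active = GFP response versus DMSO above a set limit, roughly screen mean plus 3 SD, cut at about 180% in these data; inconclusive = fewer than 70 cells counted for a yeast strain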;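 note: median GFP fluorescence of the barcode-gated MEP2-GFP cells per well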
RPL19A-GFP yeast: RPL19A-GFP expression modulators in yeast, primary screen, cell-based, S. cerevisiae, multiplex flow cytometry, MLPCN | S. cerevisiae RPL19A-GFP strain, 3 h; hits give low values | hit rate 0.3% among 330,000 | percent response vs DMSO, % at 10 µM;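 active = percent response vs DMSO below 50%; inconclusive = fewer than 70 events counted for the yeast strain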;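 note: median channel GFP fluorescence of the barcoded RPL19A-GFP strain; ratio of sample median GFP to plate DMSO average so 100% = DMSO; lower means less RPL19A-GFP as with rapamycin TOR inhibition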
The depositor's hits bear a star; ? = inconclusive; . = not tested or not shown; [ ] = another dose, or the depositor's remark.

SMILES | LAP4 TOR yeast | AGP1 TOR yeast | CIT2 TOR yeast | AHR activator | procasp7 counter | procasp3 activ | MEP2 TOR yeast | RPL19A-GFP yeast
COc1ccc(-c2nc(CCNS(=O)(=O)c3ccc4c(c3)OCCO4)cs2)cc1 | 107 | 95 | 99 | 19 | 5 | 0 | 105 | 101
Cc1cc(/C=N/NC(=O)C(=O)N2CCCC2)c(C)n1-c1cccc(Br)c1 | 108 | 94 | 94 | 3 | -11 | 0 | 101 | 99
CCCN(CC(=O)Nc1ccccc1C)C(=O)c1ccc(N2CCCCCC2)c([N+](=O)[O-])c1 | 93 | 98 | 104 | 3 | -6 | -7 | 98 | 98
COC(=O)c1ccccc1NC(=O)c1ccccc1N(C)S(C)(=O)=O | 94 | 95 | 90 | 4 | -1 | 0 | 100 | 96
Cc1cc(C(=O)Nn2cnnc2)ccc1[N+](=O)[O-] | 92 | 102 | 109 | 1 | -7 | 4 | 107 | 103
O=C(Cn1cc(C(=O)c2ccco2)c2ccccc21)NCc1ccco1 | 103 | 109 | 105 | 7 | -3 | -4 | 106 | 101
CCC1Oc2ccccc2N(CC(=O)NCCCN2CCCCC2C)C1=O (stereo unspecified) | 98 | 98 | 91 | -2 | -2 | 6 | 96 | 99
CN(C)CCCN=Cc1c(O)n(Cc2ccccc2)c(=O)c2ccccc12 | 96 | 100 | 102 | 2 | 7 | -4 | 102 | 95
NCC(O)CN1CCN(Cc2ccccc2)CC1 (stereo unspecified) | 95 | 101 | 95 | 3 | 6 | 8 | 93 | 98
CCn1c(O)c(N=Nc2ccc(Cl)c(C(=O)O)c2)c2ccccc21 | 113 | 90 | 99 | 4 | -1 | -12 | 104 | 86
COc1ccc(C(CNC(=O)c2cc(C)oc2C)N2CCOCC2)cc1 (stereo unspecified) | 99 | 95 | . | 5 | 2 | 13 | 93 | 95
O=C(Nc1ccc2c(c1)OCO2)C1CCCN1C(=O)Nc1ccccc1 (stereo unspecified) | 109 | 109 | 105 | 2 | -9 | 3 | 107 | 103

Copied from the list:
Cc1cc(/C=N/NC(=O)C(=O)N2CCCC2)c(C)n1-c1cccc(Br)c1 | CIT2 TOR yeast = 94
NCC(O)CN1CCN(Cc2ccccc2)CC1 (stereo unspecified) | MEP2 TOR yeast = 93
CCCN(CC(=O)Nc1ccccc1C)C(=O)c1ccc(N2CCCCCC2)c([N+](=O)[O-])c1 | RPL19A-GFP yeast = 98

Further structures follow.
SMILES | LAP4 TOR yeast | AGP1 TOR yeast | CIT2 TOR yeast | AHR activator | procasp7 counter | procasp3 activ | MEP2 TOR yeast | RPL19A-GFP yeast
COc1ccc(S(=O)(=O)Nc2cccc(-c3ccc4nncn4n3)c2)cc1F | 94 | 100 | 99 | 4 | 0 | 8 | 105 | 103
CCc1ccc(NC(=O)CCCNC(=O)Cn2cnc3sc(C)c(C)c3c2=O)cc1 | 93 | 103 | 101 | 1 | 14 | 7 | 95 | 103
CNc1nc(CCN2C(=O)c3ccccc3C2=O)cs1 | 96 | 106 | 99 | -10 | 18 | -1 | 100 | 96
COc1ccc(NC(=O)CN(C)CC(=O)Nc2cccc(F)c2)cc1Cl | 88 | 85 | 90 | 3 | 8 | 3 | 92 | 95
Cc1cccc(Cn2c(C(C)(C)C)cc3cccnc32)c1 | 99 | 108 | 101 | 1 | -5 | 0 | 100 | 104
CC(C)(C)SCCNC(=O)CSCc1ccc([N+](=O)[O-])cc1 | 91 | 96 | 96 | -1 | -5 | 7 | 96 | 98
CC(C)c1ccc(NC(=S)NCc2cccs2)cc1 | 145 | 101 | 90 | 9 | -3 | 0 | 107 | 103
CCCNC(=O)N1CCC(C(=O)c2ccc(F)cc2)CC1 | 101 | 107 | 101 | 0 | 9 | -7 | 96 | 101
COc1cccc(NC(=O)N2CCCC2)c1 | 96 | 110 | 108 | 1 | 1 | 0 | 105 | 106
Cc1ccc(Cn2c(Cc3ccccc3)nc3ccccc32)cc1 | 111 | 95 | 84 | 4 | -11 | -5 | 96 | 92
C=CCN(CC=C)C(=O)C1CCN(S(=O)(=O)c2ccc(N3CCCC3=O)cc2)CC1 | 95 | 96 | 94 | 1 | 10 | -5 | 97 | 101
Cc1cc(-n2cnc3c(=O)[nH]cnc32)ccc1N | 96 | 104 | 101 | 0 | 7 | -3 | 105 | 103

2 successive entries from above:
SMILES | LAP4 TOR yeast | AGP1 TOR yeast | CIT2 TOR yeast | AHR activator | procasp7 counter | procasp3 activ | MEP2 TOR yeast | RPL19A-GFP yeast
COc1ccc(S(=O)(=O)Nc2cccc(-c3ccc4nncn4n3)c2)cc1F | 94 | 100 | 99 | 4 | 0 | 8 | 105 | 103
CCc1ccc(NC(=O)CCCNC(=O)Cn2cnc3sc(C)c(C)c3c2=O)cc1 | 93 | 103 | 101 | 1 | 14 | 7 | 95 | 103

(cont.)
SMILES | LAP4 TOR yeast | AGP1 TOR yeast | CIT2 TOR yeast | AHR activator | procasp7 counter | procasp3 activ | MEP2 TOR yeast | RPL19A-GFP yeast
Cc1ccc(C)c(S(=O)(=O)N2CCN(C(=O)Cn3c(C(F)(F)F)nc4ccccc43)CC2)c1 | 93 | 97 | 113 | 1 | 0 | -8 | 105 | 99
Cc1oc(-c2ccccc2F)nc1CN1CCC(C(=O)NCc2ccco2)CC1 | 90[may fluoresce violet] | 19[may fluoresce violet] | ? | -2 | 14 | -5 | 202*[may fluoresce violet] | 59[may fluoresce violet]
C/C(=N/NS(=O)(=O)c1ccc(Cl)cc1)c1cccc(NC(=O)c2ccc(Cl)cc2Cl)c1 | 94 | 97 | 91 | 19 | -6 | -7 | 91 | .
COCC(=O)Nc1cc(C)cn(Cc2cccc(C(F)(F)F)c2)c1=O | 98 | 96 | 100 | 2 | 4 | 4 | 101 | 96
c1ccc(NC2=Nc3cccc4cccc2c34)cc1 | 110 | 111 | 106 | 13 | -12 | -8 | 102 | 105
O=C(Cc1ccccc1)N/N=C/c1ccc2cccc(O)c2n1 | 99 | 98 | 99 | -3 | -3 | -5 | 98 | 107
O=C1CN(S(=O)(=O)c2cc(Br)ccc2Br)CCN1 | 97 | 95 | 92 | 1 | -7 | 2 | 101 | 109
C/C(=N\NC(=O)c1cc(-c2cccc([N+](=O)[O-])c2)n[nH]1)c1ccccc1O | 87 | 91 | 95 | 19 | 2 | 13 | 91 | 98
COc1ccc(NC(=O)C2CCCN(S(=O)(=O)c3ccc(Cl)cc3)C2)cc1OC (stereo unspecified) | 93 | 99 | 102 | 8 | 2 | 8 | 100 | 99
Cc1ccc(NC(=O)CCC(=O)NNC(=O)Nc2cccc(Cl)c2)c(C)c1 | 71 | 92 | 94 | 5 | 3 | 6 | 100 | 116
CC(C)CN1CCC(=O)N(CCC#N)CC1 | 97 | 105 | 99 | 0 | -5 | -1 | 104 | 98
COc1cc2c(C(=O)NCc3ccccn3)cn(C)c(=O)c2cc1OC | 96 | 90 | 99 | 3 | 7 | 2 | 97 | 100
O=C(NCC(c1ccco1)N1CCc2ccccc21)c1c(F)cccc1F (stereo unspecified) | 96 | 96 | 99 | 1 | 8 | 8 | 94 | 95
CCN(C[C@H]1N[C@@](C)(C(=O)OC)[C@H]2C(=O)N(C)C(=O)[C@@H]12)C(=O)Nc1ccc(C(F)(F)F)cc1 | 97 | 94 | 91 | 0 | 13 | 7 | 92 | 94
S=C(NCc1ccccc1)NCc1ccccc1 | 108 | 111 | 107 | 0 | 0 | -2 | 109 | 107
CCOc1ccc(/C=C/C(=O)Nc2ccc3[nH]c(=O)[nH]c3c2)cc1 | 97 | 103 | 100 | 2 | -1 | 3 | 103 | 102
CN(C(=O)c1ccc(NC(=O)Cc2cccc(NC(=O)C3CCN(C(=O)C4CCCCC4)CC3)c2)cc1)C1CCCC1 | 98 | 95 | 101 | -1 | -1 | 2 | 88 | 95
Cc1c(-c2ccccc2)n[nH]c1C(=O)NN | 103 | 110 | 107 | 10 | -7 | -1 | 115 | 107
COc1ccc(C(c2c(C)[nH]n(C(N)=S)c2=O)C(C#N)C#N)cc1 (stereo unspecified) | 335* | 76 | 77 | 0 | -8 | -7 | 98 | 98
CCOCCc1nnc(N)s1 | 95 | 99 | 101 | -2 | 0 | -2 | 96 | 95

Shown as a hit in LAP4 TOR yeast, among the entries above:
Structure	LAP4 TOR yeast	AGP1 TOR yeast	CIT2 TOR yeast	AHR activator	procasp3 activ	MEP2 TOR yeast	RPL19A-GFP yeast
COc1ccc(C(c2c(C)[nH]n(C(N)=S)c2=O)C(C#N)C#N)cc1 (stereo unspecified)	335*	76	77	0	-7	98	98

Fetched by structure from the entries so far:
SMILES | LAP4 TOR yeast | AGP1 TOR yeast | CIT2 TOR yeast | AHR activator | procasp7 counter | procasp3 activ | MEP2 TOR yeast | RPL19A-GFP yeast
CC(C)CN1CCC(=O)N(CCC#N)CC1 | 97 | 105 | 99 | 0 | -5 | -1 | 104 | 98
CC(C)(C)SCCNC(=O)CSCc1ccc([N+](=O)[O-])cc1 | 91 | 96 | 96 | -1 | -5 | 7 | 96 | 98
